Screening data from PubChem BioAssay.
ABCB6 inh 2 – inhibitors of human ABC transporter ABCB6. fluorescence ratio to DMSO, % at 10 µM. Q9NP58. K562-ABCB6 porphyrin accumulation, flow cytometry, 1 h; active compounds read low. AID 602162. 360,000 compounds, 0.19% hits;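 active means fluorescence ratio to DMSO below 75%, the collection mean minus 3 SD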;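 further: signal is porphyrin accumulated inside mitochondria; 100% equals median channel fluorescence of DMSO control wells; lower ratio means ABCB6 inhibition with less porphyrin fluorescence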
aDG glyco act – alpha-DG glycosylation activation. Pro5-aDG cells, alpha-DG glycosylation AlphaScreen (IIH6); 0% Pro5, 100% B10-LARGE cell signal. activation, % at 10 µM. 360,000 compounds, 0.22% hits. AID 624168;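 active means activation of at least 8% versus controls, or a plate z-score of at least 8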;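 further: Pro5 are CHO cells carrying HIG-tagged alpha-DG that lacks glycosylation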
Cardio protect – myocardial damage modulation in H9c2 cells. H9c2 cardiomyocytes, H2O2 injury protection, ATPLite, 2 h. protection from H2O2 cell death, % at 20 µM. 360,000 compounds, 0.63% hits. AID 588492;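 active means compounds giving at least 50% protection of heart cells from peroxide-induced death in the single-dose screen, raw or plate-pattern-corrected value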;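 further: 0% = DMSO wells with peroxide and 100% = DMSO wells without peroxide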
MC4R antag cAMP – blocks human MC4R cAMP signaling; P32245; MC4R-expressing cells, MTII-stimulated cAMP, LANCE TR-FRET; inhibition, % at 6.5 µM; 360,000 compounds, 0.48% hits; AID 540295;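 active means inhibition above its plate's cutoff, the mean of tested wells on that plate plus 3 SD, cut at about 29% in these data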;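 further: 0% = Melanotan II alone and 100% = Melanotan II plus saturating MCL0020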
Target sequence (P32245 whole entry, looked up): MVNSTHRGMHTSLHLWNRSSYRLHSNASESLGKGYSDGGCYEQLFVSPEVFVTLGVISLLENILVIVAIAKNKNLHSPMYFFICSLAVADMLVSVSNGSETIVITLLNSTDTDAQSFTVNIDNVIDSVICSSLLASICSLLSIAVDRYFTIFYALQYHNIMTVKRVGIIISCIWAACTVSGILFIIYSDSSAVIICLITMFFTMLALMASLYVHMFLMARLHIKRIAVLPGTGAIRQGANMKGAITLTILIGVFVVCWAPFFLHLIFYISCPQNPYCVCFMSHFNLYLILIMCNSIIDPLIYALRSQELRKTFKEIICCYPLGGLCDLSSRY
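Assay system: U2OS cells stably expressing human melanocortin 4 receptor (MC4R) / Dosing: 6.5 µM / Timing: compound 30 min, challenge 1 h, detection 1 h / Measured by: Eu-cAMP/anti-cAMP TR-FRET, emission 671 nm / Replicates: singlicate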
CaV13 FRET inh – Primary screen for inhibitors of IQ motif and Ca2+-dependent inactivation inhibitor domain binding in CACNA1D, Förster resonance energy transfer in living cells, …; HEK cells, CFP/YFP FRET ICDI-IQ, plate reader, 10 min; percent FRET-ratio fall versus neutral wells; inhibition, % at 12.3 µM; 340,000 compounds, 0.098% hits;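 active means mean replicate inhibition of at least 30% and at least 1% of replicates passing that level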;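 further: 0% = median of the neutral control wells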
PDI inh – PDI (human) enzyme inhibition; P07237; 350,000 compounds, 0.052% hits; inhibition, % at 10 µM; PDI insulin aggregation turbidity, A650, 90 min;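 active means mean inhibition across replicates of 30% or more, whatever share of single replicates reach that level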;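 further: absorbance from insulin aggregation driven by PDI reduction with DTT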
Target sequence (P07237 whole entry, looked up): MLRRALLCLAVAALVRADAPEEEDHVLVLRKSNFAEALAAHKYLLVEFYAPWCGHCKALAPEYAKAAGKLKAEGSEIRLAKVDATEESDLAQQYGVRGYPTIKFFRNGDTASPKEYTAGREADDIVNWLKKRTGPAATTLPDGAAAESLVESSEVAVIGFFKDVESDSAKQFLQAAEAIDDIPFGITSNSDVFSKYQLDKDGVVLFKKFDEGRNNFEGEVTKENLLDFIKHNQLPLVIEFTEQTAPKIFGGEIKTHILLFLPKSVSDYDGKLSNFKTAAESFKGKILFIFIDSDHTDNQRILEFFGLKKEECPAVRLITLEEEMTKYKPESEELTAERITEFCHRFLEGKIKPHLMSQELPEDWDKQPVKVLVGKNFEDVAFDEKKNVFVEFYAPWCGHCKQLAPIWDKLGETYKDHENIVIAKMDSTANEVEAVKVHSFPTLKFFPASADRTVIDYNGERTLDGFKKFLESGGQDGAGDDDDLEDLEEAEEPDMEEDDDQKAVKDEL
N-glyco inh – N-linked glycosylation inhibition. D54 ERlucT glycosylation luciferase reporter, 24 h; percent of 100 nM tunicamycin response. 360,000 compounds, 0.23% hits. reporter increase, % at 12.5 µM. AID 588692;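 active means mean luciferase reporter signal, scaled so untreated is 0 and the glycosylation-blocking control 100, at or above a set limit in every replicate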;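 further: luciferase carries N-glycosylation sites so blocking glycosylation raises the light; 0% = median of neutral control wells and 100% = median of 100 nM tunicamycin wells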
HTR2A ag – agonists of mouse serotonin 5-HT2A receptor (HTR2A); 360,000 compounds, 0.66% hits; P35363; AID 624169; CHO-K1 mHTR2A beta-arrestin complementation, luminescence; percent of 30 µM serotonin response; activation, % at 7.6 µM;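 active means activation above a run cutoff, the mean activation of all tested compounds plus 3 SD, cut at about 14% in these data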;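 further: 0% = plate median of compound wells and 100% = 30 µM serotonin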
Vif imaging – blocks HIV Vif function | HEK293T cells, Vif self-association by quenched fluorescence, imaging, 24 h | inhibition, % at 7.49 µM | 340,000 compounds, 0.35% hits | AID 602346; in the data active means inhibition above about 50%, passing the limit was not always enough; further: some results filed as inactive read as strong as hits
MC4R barr agon – agonists of human melanocortin 4 receptor (MC4R) beta-arrestin | U2OS MC4R beta-arrestin complementation, luminescence; percent of melanotan II response, DMSO zero | activation, % at 8.9 µM | 360,000 compounds, 0.98% hits;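 active means activation above a per-plate cutoff, the mean activation of sample wells on that plate plus 3 SD, cut at about 8% in these data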
* hit, by the source's call; i = inactive; . = not tested or not shown. Compounds as they come. About 3.6% of those tested had a hit in this group.

SMILES	ABCB6 inh 2	aDG glyco act	Cardio protect	MC4R antag cAMP	CaV13 FRET inh	PDI inh	N-glyco inh	HTR2A ag	Vif imaging	MC4R barr agon
Cc1ccc(S(=O)(=O)/N=C(/Nc2nc(C)cc(C)n2)N2CCOCC2)cc1	96	-0.2	2	-2	-4	-1	-1	-3	19	-0.3
O=C(c1cccs1)N1CCN(S(=O)(=O)N2CCOCC2)CC1	103	0.0	12	-1	-7	-2	0	6	10	-0.7
C[N+](C)(C)C[C@H](O)CC(=O)[O-]	103	0.2	4	22	.	.	2	1	-1	-0.7
COc1ccc(NC(=O)c2cc(S(=O)(=O)N3CCOCC3)ccc2N2CCOCC2)cc1	102	-0.5	-6	5	.	4	0	-3	-2	-2.2
O=C(N=C1SC2CS(=O)(=O)CC2N1c1ccccc1)C1CC1 (stereo not drawn)	100	-0.3	3	18	-7	0	-1	4	6	-4.0
CCOC(=O)c1nn(-c2ccc(Cl)cc2)c2nc(Nc3ccccc3)cc(=O)n12	105	-0.2	16	-5	-5	-2	3	5	-10	-1.8
CCn1c(=O)cc(SCC(=O)N2CCN(C)CC2)c2ccccc21	101	3.7	4	2	-6	15	13	5	-1	1.3
Cc1ccc2c(c1)N(CC(=O)Nc1nccs1)C(=O)CO2	93	0.0	0	4	-5	-4	1	-5	.	-2.1
CC(C)n1c(SCc2ccc(Cl)cc2)nc2c1c(=O)[nH]c(=O)n2C	100	1.4	-15	1	-2	1	4	1	10	3.0
C=CCNc1ncnc2c1ncn2[C@H]1CN(CCN2CCOCC2)C[C@@H](CO)O1	98	-0.1	1	16	-11	-1	2	2	-10	2.7
Cc1ccc(NC(=O)C(C)N2CCCC2)cc1Cl (stereo not drawn)	82	-0.2	-7	1	-5	-4	2	1	-5	-0.9
COCCNC(=O)C(c1ccc(C)cc1)N(CCOC)C(=O)CCC(=O)Nc1ccccn1 (stereo not drawn)	97	-0.1	-2	1	-3	3	-1	1	-3	0.1
CC1(C(=O)NS(=O)(=O)c2ccc(C#N)cc2)CCN1C(=O)Cc1ccc(-c2ccccc2)cc1 (stereo not drawn)	95	0.3	2	3	-7	-14	1	-1	7	-2.1
CC1CCC2(CC1)NC(=O)N(CC(=O)Nc1cccnc1Cl)C2=O (stereo not drawn)	101	0.2	3	4	-5	2	-1	1	11	0.5
COc1cccc(S(=O)(=O)NCc2ccc(C(=O)NCc3ccco3)cc2)c1	102	0.2	2	2	.	8	1	-3	-1	-2.2
Cc1cc(NC(=O)C2CCCCC2C(=O)O)no1 (stereo not drawn)	97	0.0	5	-3	.	10	0	0	20	-2.3
O=C(Nc1cccnc1)c1ccc(Cl)c(S(=O)(=O)N2CCOCC2)c1	98	0.0	3	10	-4	0	3	-7	-2	-2.7
COc1ccc(-c2csc(NS(=O)(=O)c3ccc([N+](=O)[O-])cc3)n2)cc1	92	0.2	-8	3	-10	0	2	3	.	-2.0
CC[n+]1c(/C=C/N(C)c2ccccc2)oc2ccc(Cl)cc21	102	-0.1	-14	4	-3	0	8	2	1	-0.1
COc1ccc(CCNC(=O)c2ccc(CN3CCC(Cc4ccccc4)CC3)cc2)cc1	96	0.1	3	-5	-4	4	-4	-2	3	1.0
Clc1cccc(-c2ccc(C=Nc3ccc(N4CCOCC4)cc3)o2)c1Cl	106	0.0	4	12	-9	3	2	1	-6	-1.7
Cc1ccc(NC(=O)N2CCCC2C(=O)NCC2CCCCC2)cc1 (stereo not drawn)	101	0.1	1	16	-3	-3	2	10	3	-1.1
CCCc1nc2c(ccc3ccccc32)cc1CC	104	0.1	-6	11	-2	5	1	1	-7	-1.1
Cc1[nH]nc2c1C(c1ccccc1F)CC(=O)N2 (stereo not drawn)	96	-0.3	5	4	-5	3	3	4	3	1.7
O=C(NCc1ccccc1)c1ccc2nccnc2c1	99	0.1	-6	-1	-9	8	-3	3	-5	0.8
Later entries.
SMILES	ABCB6 inh 2	aDG glyco act	Cardio protect	MC4R antag cAMP	CaV13 FRET inh	PDI inh	N-glyco inh	HTR2A ag	Vif imaging	MC4R barr agon
O=C(CN1CCC(O)(c2ccccc2F)CC1)NCCc1c[nH]c2ccccc12	100	0.2	7	0	-7	9	2	10	-4	-0.1
CC1CCN(C(=O)COC(=O)c2ccc(=O)n(Cc3ccccc3)n2)CC1	98	0.2	2	-4	-7	10	1	6	.	-0.7
COc1cccc(CCNC(=O)c2cc(COc3c(F)cccc3F)on2)c1	85	-0.4	-1	-1	-2	1	3	8	6	0.8
COc1ccc(-c2nn(-c3ccccc3)cc2C=O)cc1[N+](=O)[O-]	100	0.2	6	-4	-20	-10	4	3	-1	9.5*
O=C1OC(CN2CCOCC2)CN1N=Cc1ccc([N+](=O)[O-])o1 (stereo not drawn)	93	0.2	0	-6	-5	-11	4	-1	-5	-0.8
COc1ccc(C2c3cc(OC)c(OC)cc3CCN2C(=O)c2ccccc2Br)cc1OC (stereo not drawn)	102	-0.1	-2	3	-4	-1	-2	3	9	0.2
O=C(COC(=O)CN=C1NS(=O)(=O)c2ccccc21)Nc1ccccc1OC(F)F	101	0.1	-7	27	-3	7	-1	2	0	2.5
CC12CNCC(C)(CN(C(c3ccccc3)c3ccccc3)C1)C2	109	0.3	-20	5	.	2	-10	1	0	1.8
CCCN1C(=O)C(Cc2nc3ccccc3c(=O)n2C)c2ccccc21 (stereo not drawn)	91	1.4	1	5	-3	4	-2	-3	4	0.4
CCNC(=O)NC(=O)COC(=O)C1CSC2(C)CCC(=O)N12 (stereo not drawn)	105	0.0	12	9	-15	0	4	-1	18	5.5
CC(C)c1ccc(NC(=O)NC(C)c2ccc3c(c2)OCO3)cc1 (stereo not drawn)	108	0.3	-12	3	-2	3	-2	-4	-5	2.3
CC(=O)Nc1nc2c(s1)C(=O)NCCC2	98	-0.1	-5	-6	1	-4	2	0	0	2.6
CC(C)N(CCCNC(=O)Cn1c(=O)c2cccn2c2ccc(F)cc21)Cc1ccccc1	106	-0.4	3	2	-2	-6	2	-1	-7	-1.1
CCc1nnc(NC(=O)C2CCC(CNc3c(N4CCC(C)CC4)c(=O)c3=O)CC2)s1 (stereo not drawn)	96	-0.1	6	2	-6	-4	0	5	26	-1.5
CCOc1ccc2ccccc2c1CNCCc1ccc(S(N)(=O)=O)cc1	87	0.1	6	-3	-6	-1	-2	3	11	0.3
COc1ccc(CCNC(=O)CSc2nc3[nH]ncc3c(=O)n2-c2ccccc2OC)cc1OC	101	-0.2	12	9	3	9	0	-1	4	-1.3
CCN(C(=O)CSc1ccc2ccccc2c1)C1CCS(=O)(=O)C1 (stereo not drawn)	81	0.1	-3	-2	-19	-2	-3	16*	-7	-1.1
NC(=O)c1ncc(C(F)(F)F)cc1Cl	79	-0.2	-6	1	-6	0	1	0	6	-1.6
CCCNC(=O)Cn1c(=O)/c(=C\c2ccc(-c3ccc([N+](=O)[O-])cc3)o2)s/c1=C\C(=O)C(C)(C)C	i	-0.3	14	-4	.	-4	-4	3	.	0.3
COc1cccc(C(=O)Nc2cc(C)c3c(=O)oc4ccccc4c3n2)c1	97	-0.1	90*	9	-8	11	4	9	5	0.6
CCC(C)[C@H]1CN=C(N)N1CCc1cccc(F)c1 (stereo partly drawn)	96	-0.5	-1	-3	-4	1	4	9	31	0.1
COc1ccc(CNC(=O)CC2C(=O)NCCN2CC(C)(C)C)c(OC)c1 (stereo not drawn)	97	0.1	11	5	-4	9	3	8	-1	-0.2
COc1cccc(CNc2nc3cc(-c4ccccc4)sc3c(=O)n2C)c1OC	101	0.4	-13	10	-4	-4	-5	3	-13	0.6
CCN(CC(=O)Nc1c(F)cccc1F)C(=O)CCN1C(=O)c2cccc([N+](=O)[O-])c2C1=O	101	0.2	-2	36*	-2	-2	2	-2	3	-1.8
COc1ccc(Nc2nc(-c3sc(C)nc3C)cs2)cc1	95	0.0	-1	-18	5	-8	19	-1	2	-1.4
Going on with the list.
SMILES	ABCB6 inh 2	aDG glyco act	Cardio protect	MC4R antag cAMP	CaV13 FRET inh	PDI inh	N-glyco inh	HTR2A ag	Vif imaging	MC4R barr agon
COc1ccc(C(=O)Nc2nc(CC(=O)NCc3c(F)cccc3F)cs2)cc1	92	-0.1	-11	4	-13	-15	-4	8	-9	0.1
O=c1c2ccccc2n(Cc2ccc(Cl)cc2)c(=O)n1Cc1ccco1	90	0.3	-10	2	-1	2	-1	-1	.	1.0
COc1ccc(CC(=O)Nc2ccncc2Cl)cc1	91	3.3	-12	-3	.	-2	-2	12	-10	-3.6
Cc1ccc(-n2c(Cn3c(C)nc4ccccc43)n[nH]c2=S)cc1	99	-0.1	0	2	-5	0	0	1	2	-2.3
CCN(CC)CCC(c1cc(OC)c(OC)c(OC)c1)c1c(O)cc(OC)cc1OC (stereo not drawn)	99	0.0	14	4	-11	11	5	-6	7	-0.7
CCc1ccc(OCC(=O)Nc2ncc3c(n2)CC(C)(C)CC3=O)cc1	103	0.7	-4	4	-9	1	1	4	1	2.6
COc1nc(-c2ccccc2)cc(-c2ccc(OC)c(OC)c2)n1	99	0.2	44	1	-4	5	6	-1	-16	2.1
CCOCC(=O)N1CCc2ccccc21	107	0.6	5	2	-2	16	1	-9	2	-0.3
CCN1CCN(C(=O)c2ccc3c(c2)N(Cc2ccccc2)C(=O)c2ccccc2S3(=O)=O)CC1	99	-0.2	15	10	-3	.	1	-4	1	-1.6
Cc1ccc(C(=O)CCS(=O)(=O)c2ccc(Br)cc2)cc1	100	0.9	-16	10	.	1	0	2	31	-0.2
CCOc1cc(/C=C(\CC(=O)O)c2nc3ccccc3s2)ccc1OC	102	0.1	3	9	-4	5	1	13	1	-2.1
CC1CCCN(S(=O)(=O)c2ccc(C(=O)Nc3nnc(C4=COCCO4)o3)cc2)C1 (stereo not drawn)	98	0.1	22	17	.	-10	3	4	-2	-3.9
CCCn1c(SCC(=O)N2N=C3/C(=C/c4ccc(OC)cc4)CCCC3C2c2ccc(OC)cc2)n[nH]c1=O (stereo not drawn)	100	-0.4	-2	6	-15	-2	-3	-3	-6	13*
Cc1cccc(OCCSCc2nc3ccccc3[nH]2)c1	93	0.3	-28	-1	.	15	-1	-6	-2	-2.3
CCOC(=O)C1CCN(C(=O)Cn2nc(C)n3c(cc4cc(F)ccc43)c2=O)CC1	100	-0.2	6	7	-6	-5	-1	0	-4	4.1
Fc1ccccc1-c1cc2cc3c(cc2cn1)OCO3	92	0.0	-20	-3	-8	7	-11	-3	0	-0.2

Looked up one by one from the list above, 3 records:
SMILES	ABCB6 inh 2	aDG glyco act	Cardio protect	MC4R antag cAMP	CaV13 FRET inh	PDI inh	N-glyco inh	HTR2A ag	Vif imaging	MC4R barr agon
CCCNC(=O)Cn1c(=O)/c(=C\c2ccc(-c3ccc([N+](=O)[O-])cc3)o2)s/c1=C\C(=O)C(C)(C)C	i	-0.3	14	-4	.	-4	-4	3	.	0.3
CCCN1C(=O)C(Cc2nc3ccccc3c(=O)n2C)c2ccccc21 (stereo not drawn)	91	1.4	1	5	-3	4	-2	-3	4	0.4
COc1cccc(C(=O)Nc2cc(C)c3c(=O)oc4ccccc4c3n2)c1	97	-0.1	90*	9	-8	11	4	9	5	0.6
